DRD3 agonist – D3 dopamine receptor (human) agonism. D3R DiscoveRx beta-arrestin cells, luminescence, 90 min. max activation, %. 410,000 compounds, 0.58% hits; in the data active = max activation above about 30%; note: 0% is about no effect; mostly tested at two doses, the higher about 12 µM
Target sequence (P35462 whole entry, looked up): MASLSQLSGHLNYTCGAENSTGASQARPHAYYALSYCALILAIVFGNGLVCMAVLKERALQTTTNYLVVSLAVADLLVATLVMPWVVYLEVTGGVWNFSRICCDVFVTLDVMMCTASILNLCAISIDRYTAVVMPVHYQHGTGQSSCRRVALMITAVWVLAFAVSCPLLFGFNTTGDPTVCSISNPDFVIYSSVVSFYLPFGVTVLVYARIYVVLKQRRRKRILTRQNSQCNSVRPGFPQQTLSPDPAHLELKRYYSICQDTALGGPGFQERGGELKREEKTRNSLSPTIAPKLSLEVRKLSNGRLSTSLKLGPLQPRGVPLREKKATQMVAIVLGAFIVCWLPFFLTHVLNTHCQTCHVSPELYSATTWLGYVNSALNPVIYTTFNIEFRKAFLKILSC
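Cells at 1500/well, incubated overnight, then treated with pinned compounds (dopamine as control) for 90 min at 37 degrees C. DiscoveRx reagent added for 30 - 60 minutes at room temperature; luminescence read.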
IL-2 act – IL-2 activation; 360,000 compounds, 0.065% hits; activation, % (series mostly up to about 46 µM); IL-2 activation reporter assay, cell-based qHTS; stimulated with anti-CD3/CD4/CD28 beads; in transgenic mouse T cells; in the data active = activation above about 50%; inconclusive = mostly about 30% to 49%; note: 0% is about no effect
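Unstimulated transgenic mouse T cells preincubated 60 min with compound, then stimulated with anti-CD3/anti-CD4-coated beads plus anti-CD28 for 18 h at 37 degrees C. IL-2 response read as EGFP and DsRed fluorescence by plate cytometry.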
GLP-1R agonist – agonists of human GLP-1 receptor | P43220 | HEK293 GLP-1R CRE-luciferase, luminescence, 4-6 h; cells express a hypersensitive GLP-1R form | Potency, µM (highest dose often 45.6 µM), without a hit: at the top dose activation, actives largely listed as activators | 380,000 compounds, 0.007% hits; note: potency is the fitted concentration of half-maximal effect; % of control where 0% means no effect
D3 antag – D3 dopamine receptor (human) antagonism; 360,000 compounds, 2.5% hits; P35462; max response, negative = inhibition, %; D3R cells, DiscoveRx beta-arrestin luminescence, antagonist mode; stronger effect = lower value; in the data active = max response below about -50%; inconclusive = no clear call, values can overlap the other calls; note: % is set by controls: 0 for no effect and ±100 for the full control effect; mostly tested at two doses, the higher about 12 µM
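Cells plated overnight at 1500 cells/well, then exposed to library compounds with dopamine controls for 90 minutes at 37 degrees C. DiscoveRx reagent added for 30–60 minutes at room temperature; luminescence read, quantitative HTS format.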
WRN helicase inh – inhibitors of human WRN helicase. Q14191. WRN helicase unwinding, fluorescent forked duplex, kinetic. Potency, µM (top dose mostly 114 µM), for inactives: at the highest dose activity change, negative = inhibition, most hits filed as inhibitors. 360,000 compounds, 0.46% hits. AID 651768; note: potency is the fitted concentration of half-maximal effect; % is set by controls: 0 for no effect and ±100 for the full control effect; nearly all actives have a fitted effect of over 55% in size
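Screening of the MLSMR collection measured strand separation of a quenched forked DNA duplex (100 nM) by 20 nM WRN with 2 mM ATP, all final. Compounds were preincubated with enzyme 15 min at room temperature.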
PI5P4Ka inh – PI5P4K alpha (human) kinase inhibition | P48426 | PI5P4Kalpha enzyme, ADP-Glo luminescence, 60 min; stronger effect = lower value | max response, % | 330,000 compounds, 1.2% hits; active = max response of -50% or lower; inconclusive = between -30% and -50%; inactive = -30% or higher; note: value at the top dose of about 77 µM; % is set by controls: 0 for no effect and ±100 for the full control effect
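ADP-Glo luminescence end-point read after a 60 min room-temperature kinase reaction of PI5P4Kalpha plus substrate, initiated with ATP at 5 microM final. Buffer: 0.038 M HEPES pH 7.4, EGTA, 0.1% CHAPS, 5% DMSO.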
GLP1R cytotox – cytotoxicity in counter-screen for GLP-1R inverse agonists; HEK293 cAMP-luciferase reporter cells, luminescence, 24 h; 410,000 compounds, 0.13% hits; Potency, µM (highest dose often 38.3 µM), for inactives: top-dose activity change, negative = inhibition, actives largely listed as inhibitors;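 note: loss of luciferase light is scored as toxicity; potency is the fitted concentration of half-maximal effect; % is set by controls: 0 for no effect and ±100 for the full control effect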
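Quantitative HTS format, 1536 wells, 200 cells/uL seeded. Compounds: 23 nL, 24 h, 37 °C. Detection: luciferase reagent, luminescence at 12 min RT; decreased signal taken as cytotoxic.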
GLP1R inv ag – inverse agonists of human GLP-1 receptor | 410,000 compounds, 1.6% hits | Potency, µM (titrated, usually from 38.3 µM), without a hit: at the highest dose activity change, negative = inhibition, hits mostly inhibitors | HEK293 GLP-1R CRE-luciferase, luminescence, 24 h; GLP-1R form is constitutively active; note: potency is the fitted concentration of half-maximal effect; % is set by controls: 0 for no effect and ±100 for the full control effect; nearly all actives have a fitted effect of over 55% in size
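Luminescence readout: a drop in cAMP-driven luciferase signal flags inverse agonism at a constitutively active GLP-1R stably expressed in HEK293. Compound exposure lasted 24 hr at 37 deg C, 5% CO2.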
PLK1 PBD inh – blocks phosphopeptide binding to human PLK1 polo-box domain | P53350 | Plk1 PBD binding of FITC phosphopeptide, fluorescence polarization | Potency, µM, inactives show max response, negative = inhibition, hits mostly inhibitors | 360,000 compounds, 2.8% hits; note: potency is the fitted concentration of half-maximal effect; series mostly up to about 57 µM; % is set by controls: 0 for no effect and ±100 for the full control effect; nearly all actives have a fitted effect of over 65% in size
Target sequence (P53350 whole entry, looked up, the tested form may be a part): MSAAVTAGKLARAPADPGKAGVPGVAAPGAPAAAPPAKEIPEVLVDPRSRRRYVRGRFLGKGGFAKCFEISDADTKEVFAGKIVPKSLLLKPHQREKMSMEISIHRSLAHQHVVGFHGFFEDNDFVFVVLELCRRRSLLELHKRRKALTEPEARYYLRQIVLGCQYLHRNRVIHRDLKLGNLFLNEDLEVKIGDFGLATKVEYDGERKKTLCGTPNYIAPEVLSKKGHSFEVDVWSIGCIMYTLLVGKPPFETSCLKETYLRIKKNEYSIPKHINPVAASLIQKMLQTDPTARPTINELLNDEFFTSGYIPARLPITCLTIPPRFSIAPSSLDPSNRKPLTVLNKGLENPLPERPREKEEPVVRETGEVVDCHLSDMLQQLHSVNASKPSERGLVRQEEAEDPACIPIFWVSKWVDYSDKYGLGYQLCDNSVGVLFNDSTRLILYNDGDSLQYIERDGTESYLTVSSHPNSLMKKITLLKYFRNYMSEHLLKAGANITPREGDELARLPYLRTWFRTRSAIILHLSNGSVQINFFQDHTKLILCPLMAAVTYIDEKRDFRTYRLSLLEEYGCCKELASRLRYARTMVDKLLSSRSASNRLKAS
* marks the source's active call; other numbers are inactive results; ? = inconclusive; . = no result given; [ ] = remark or other dose. Unless noted, calls come from the whole dose curve; as a rule, active = well fitted curve in the direction sought with a large enough effect; inconclusive = small, poorly fitted or top-dose-only effect, or another doubt; inactive = no such curve, though single readings can be large; an effect the other way counts as inactive or inconclusive.

A first look, 2 compounds:
SMILES	DRD3 agonist	IL-2 act	GLP-1R agonist	D3 antag	WRN helicase inh	PI5P4Ka inh	GLP1R cytotox	GLP1R inv ag	PLK1 PBD inh
COc1ccc(CNC(=O)CCCn2nc(C)c([N+](=O)[O-])c2C)cc1	2	-1.1	7%	-1	4%	-6	-6%	14%	-3%
C/C(=N\NC(=O)c1cccc(S(=O)(=O)N2CCCC2)c1)c1ccccc1F	5	1.1	-3%	23	-8%	2	16%	-5%	-7%

This part in full (from the top)
SMILES	DRD3 agonist	IL-2 act	GLP-1R agonist	D3 antag	WRN helicase inh	PI5P4Ka inh	GLP1R cytotox	GLP1R inv ag	PLK1 PBD inh
COc1ccc(CNC(=O)CCCn2nc(C)c([N+](=O)[O-])c2C)cc1	2	-1.1	7%	-1	4%	-6	-6%	14%	-3%
C/C(=N\NC(=O)c1cccc(S(=O)(=O)N2CCCC2)c1)c1ccccc1F	5	1.1	-3%	23	-8%	2	16%	-5%	-7%
Cc1nnc(SC(C)C(=O)c2c[nH]c3ccccc23)n1C1CC1 (stereo not drawn)	2	-1.4	-2%	21	2%	1	2%	21%	5%
COc1ccc(-c2csc(Nc3ccc(S(N)(=O)=O)cc3)n2)cc1OC	5	-3.6	-3%	6	-9%	-19	-5%	90%[activator]	8.4µM*
CCOC(=O)N1CCN(C(=O)c2ccc3[nH]c(C)c(C)c3c2)CC1	8	0.8	10%	27	6%	-11	-15%	18%	4%
Nc1cc(S(=O)(=O)N2CCOCC2)ccc1N1CCCCC1	0	-0.3	4%	-7	-13%	-22	4%	48%[activator]	3µM*
CCC(=O)Nc1ccc(NC(=S)NC(=O)/C=C/c2ccco2)cc1	-8	-2.1	-2%	0	-11%	-19	?	?	?
O=[N+]([O-])c1cc([N+](=O)[O-])c(Oc2cncc(Cl)c2)cc1NN1CCCCC1	17	-1.0	17%	-16	6%	3	5%	29%	-3%
Cn1c(C(=O)N2CCCC(C(=O)NCCCc3ccccc3)C2)cc2sccc21 (stereo not drawn)	-11	-0.7	1%	-17	-4%	.	-5%	0%	-13%
CCCN(Cc1ccccc1)C(=O)Nc1ccc2c(c1)nnn2C	-4	-2.2	-4%	8	-6%	.	12%	1%	-2%
CCOc1ccccc1-n1c(SCC(=O)N2CCCC2)nnc1-c1ccc(O)cc1	-3	-1.4	-3%	5	-8%	.	2%	3%	-3%
CCOc1ccc(/C=N/NC(=O)c2cccc3ccccc23)c(OCC)c1	-3	-2.9	-3%	-2	-10%	1	-6%	-15%	-1%
CC1CCN(C(=O)CSc2nc3ccccc3c(=O)n2Cc2ccc3c(c2)OCO3)CC1	8	1.7	7%	6	-14%	.	-6%	?	-3%
Cc1cc(C)c2c(N)c(C(=O)Nc3cccc(C)c3C)sc2n1	92*	0.1	8%	-7	-1%	3	26%	2%	-8%
CCN(CC)CCN1C(=O)C(=O)/C(=C(/O)c2ccc(S(=O)(=O)N3CCOCC3)cc2)C1c1ccc(C)cc1 (stereo not drawn)	-11	-1.5	-4%	-6	-6%	-2	0%	-7%	-2%
CC(C)NC(=S)N/N=C/c1ccccc1[N+](=O)[O-]	1	-1.2	0%	-5	-2%	2	13%	10%	-7%
Nc1cc(SCc2ccc([N+](=O)[O-])cc2)ncn1	-3	-0.6	13%	0	0%	0	1%	16%	-4%
O=c1[nH]ncc2c3ccccc3n(Cc3ccccc3)c12	0	-0.3	-2%	-6	9%	-10	-5%	1%	-5%
O=C(N/N=C/c1ccccc1C(=O)O)C(=O)N1CCCCC1	8	1.9	0%	0	2%	-3	2%	2%	-6%
CCOC(=O)CNC(=O)c1cccs1	1	-1.2	-2%	1	2%	0	1%	5%	-26%
CC(C)NC(=O)c1ccccc1NC(=O)C1CC(=O)N(C(C)C)C1 (stereo not drawn)	-3	-4.0	-6%	-18	12%	-2	-2%	37%[activator]	-7%
Cc1ccc2nc(-c3ccc(NC(=O)c4ccco4)cc3)[nH]c2c1	-4	-2.5	-3%	49	-31%	.	?	-6%	-2%
CCc1ccc(-c2cc(C)no2)cc1S(=O)(=O)Nc1cc(C)ccn1	-2	-0.6	-1%	-10	-7%	-4	6%	17%	-16%
O=C(NC1CCCc2ccccc21)C12CC3CC(CC(O)(C3)C1)C2 (stereo not drawn)	3	-0.7	-3%	11	1%	-1	4%	-5%	-5%
COc1ccc(CN2CC(C(=O)NCCCN3CCN(C)CC3)CC2=O)cc1 (stereo not drawn)	4	2.0	3%	4	-1%	9	-6%	4%	-6%
CCOc1ccc(NC(=O)C2CCN(S(=O)(=O)c3c(C)noc3C)CC2)cc1	-3	-3.4	-3%	-14	1%	-1	-2%	16%	-6%
COc1ccc([C@H]2CC(=O)C=C(c3cccc(C(C)C)c3)C2)cc1	-56	0.5	2%	-61*	-2%	15	9%	?	4%
O=C(CCNS(=O)(=O)c1ccc2c(c1)CCC(=O)N2)Nc1ccc(F)c(F)c1	-12	0.5	-1%	7	-14%	3	1%	10%	0%
COc1cccc(/C=C2\SC(=S)N(CCCC(=O)N(CCO)c3ccccc3)C2=O)c1	4	-1.2	3%	-2	-18%	18	-14%	4.5µM*	5%
COc1ccccc1C(=O)NC1CC(C)(C)NC(C)(C)C1	-1	-3.7	-4%	-1	7%	-3	-14%	5%	4%
CCOc1ccc(C2c3[nH]c4ccccc4c3CCN2C(=O)Cn2cncn2)cc1 (stereo not drawn)	-7	0.3	7%	-6	-1%	1	8%	?	-11%
Cc1ccc(NC(=O)CC2S/C(=N/c3nccs3)N(C)C2=O)c(C)c1 (stereo not drawn)	-5	-0.7	0%	6	-1%	-2	26%	2%	-10%
COc1ccc(CNC(=O)CSc2nc(-c3ccccc3)cc(-c3cccs3)c2C#N)cc1	-1	0.3	-10%	1	1%	8	-7%	1%	-9%
COc1ccccc1N1CCN(C2CCCN(S(=O)(=O)c3cccc(Cl)c3)C2)CC1 (stereo not drawn)	-44	-4.1	-5%	?	-7%	0	5%	?	-1%
Cc1cccc(N2CCN(C(=O)c3c(-c4ccccc4)noc3C)CC2)c1C	-6	-2.5	20%	-17	-2%	1	-17%	?	-8%
COc1ccccc1N(C(=O)c1ccncc1)c1nc(-c2ccc([N+](=O)[O-])cc2)cs1	2	-4.8	36%	8	1%	0	6%	-20%	-24%
COc1ccc(/C=C/C(=O)NC2CCCCCC2)cc1S(=O)(=O)N1CCOCC1	-16	-3.4	3%	-7	2%	0	5%	23%	-9%
O=C(NC(=S)NCCC1=CCCCC1)c1ccco1	-2	0.3	27%	0	2%	10	?	?	-21%
N#Cc1c(C(F)(F)F)cc(-c2ccc(F)cc2)nc1SCC(=O)O	1	-0.7	1%	0	-10%	7	-3%	-1%	-15%
CC1=CC(C)(C)N2C(=O)C3(C(C#N)=C(N)OC4=C3C(=O)CCC4)c3c(C)c(C)cc1c32 (stereo not drawn)	1	3.5	1%	21	-3%	0	-24%	?	-1%
CC(=O)c1cccc(Nc2cc(C)nc3c(C)cc(C)cc23)c1	-4	-0.3	-2%	-24	5%	-9	?	?	-14%
CCN(C(=O)CSc1nc2ccc(C)cc2[nH]1)C1CCS(=O)(=O)C1 (stereo not drawn)	-14	-0.3	-2%	-25	14%	-2	4%	4%	-9%
Cc1nc(SCC(=O)OCc2ccccc2)c2c(=O)n(C)c(=O)n(C)c2n1	9	-2.2	0%	25	-1%	1	6%	-2%	-9%
CCCCNS(=O)(=O)c1ccc2nc(-c3cccnc3)cc(C(=O)NCC(OC)OC)c2c1	5	-0.3	-4%	23	0%	-2	10%	25%	-1%
COC(=O)C1=C(C)N(Cc2ccccc2)C(=NCCN2CCOCC2)N[C@H]1CCc1ccccc1	-6	-0.7	28%	5	6%	12	-12%	?	4%
C[C@H](CO)N1C[C@H](C)[C@@H](CN(C)S(=O)(=O)c2ccccc2)Oc2ccc(NC(=O)Cn3cnnn3)cc2C1=O	-2	0.3	12%	23	-3%	-2	1%	2%	-1%
Cc1ccc(NC(=O)CNc2ccccc2CN(C)C2CCCCC2)cc1	-21	-0.1	16%	-27	-3%	4	13%	?	-5%
COc1ccccc1-c1nc(C#N)c(N2CCN(c3cccc(Cl)c3)CC2)o1	-3	-2.1	4%	19	-3%	.	5%	0%	1%
CC1CCCC(NC(=O)CSc2n[nH]c(N)n2)C1C (stereo not drawn)	4	1.2	0%	6	-6%	7	5%	2%	1%
Cc1cccc(Cn2cnc3c(nnn3Cc3ccc(F)cc3)c2=O)c1	1	-0.4	15%	22	-7%	.	-14%	-10%	0%
CC(C)Cn1c(-c2ccncc2)n[nH]c1=S	-2	0.1	1%	-6	-9%	6	8%	11%	-2%
CN(c1ncnc2onc(-c3cccc(Cl)c3)c12)C1CCCCC1	-4	.	1%	.	.	.	1%	?	.
Cc1onc(-c2c(F)cccc2Cl)c1C(=O)Nc1nnc(C(F)(F)F)s1	-3	-1.5	-2%	?	8%	-1	-17%	?	-15%
CN(Cc1ccccc1)C(=O)CCC1CCN(S(=O)(=O)N(C)C)CC1	-7	-4.0	16%	-9	10%	3	-5%	1%	-22%
CC12CCC(C(=O)Nc3ccccc3-n3cccc3)(CC1=O)C2(C)C (stereo not drawn)	-16	-2.6	20%	1	-9%	3	-2%	?	-7%
O=C(CCCc1nc(-c2ccc(Cl)cc2)no1)NC1CCCC1	7	-4.4	-7%	13	-22%	7	11%	?	-2%
CCOC(=O)c1[nH]c2ccccc2c1NC(=O)Nc1ccc(OC)cc1	-5	-3.5	3%	-10	1%	-5	-9%	-9%	-6%
O=C(CSc1nnc(-c2ccncc2)n1Cc1ccco1)c1ccc(Cl)cc1	1	-0.7	4%	5	-11%	-1	5%	-22%	-22%
Cc1[nH]nc(NCCO)c1[N+](=O)[O-]	1	-0.1	-2%	3	-4%	-6	-2%[7.66 µM]	3%[7.66 µM]	5%

Assay outcomes: PubChem, National Center for Advancing Translational Sciences (NCATS)
